OX1R antag-1: antagonists of human orexin 1 receptor | O43613 | CHO/OX1R cells, Fluo-8 calcium fluorescence, orexin A | inhibition, % at 5 µM | 330,000 compounds, 0.43% hits | AID 434989;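 active = inhibition above its plate's threshold, mean inhibition of all tested compounds on the plate plus 3 SD, cut at about 37% in these data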;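 note: 0% = orexin A challenge wells and 100% = SB-334867-A antagonist wells; not every result past the cut was called active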
Target sequence (O43613 whole entry, looked up): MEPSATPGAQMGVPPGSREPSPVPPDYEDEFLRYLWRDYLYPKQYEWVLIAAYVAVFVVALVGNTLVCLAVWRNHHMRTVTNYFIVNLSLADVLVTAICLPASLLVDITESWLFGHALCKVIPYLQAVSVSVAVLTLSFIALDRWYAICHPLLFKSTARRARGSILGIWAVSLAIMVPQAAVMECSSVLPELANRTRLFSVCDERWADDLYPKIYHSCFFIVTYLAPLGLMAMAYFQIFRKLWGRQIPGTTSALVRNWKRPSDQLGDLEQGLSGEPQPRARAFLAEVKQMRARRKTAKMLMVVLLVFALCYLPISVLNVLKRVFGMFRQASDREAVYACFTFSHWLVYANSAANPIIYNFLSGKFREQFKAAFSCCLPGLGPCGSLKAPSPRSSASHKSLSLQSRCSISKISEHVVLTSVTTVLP
OX1R antag-2: blocks the human orexin 1 receptor. AID 485270. inhibition, % at 6.6 µM. 330,000 compounds, 1.8% hits. OX1R-expressing cells, FRET antagonist read-out. O43613; in the data active = inhibition mostly above about 38%, no sharp cut-off; inactive = mostly below about 40%;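 note: 0% = agonist challenge alone and 100% = reference antagonist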
STK33 inh: inhibitors of human STK33 kinase. inhibition, % at 10 µM. Q9BYT3. 320,000 compounds, 0.073% hits. purified STK33, MBP phosphorylation, ADP-Glo luminescence. AID 2661;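 active = inhibition at or above 25%, using the most active replicate where run in duplicate; inactive = inhibition below 25%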
An asterisk follows results filed as active.

OX1R antag-1,OX1R antag-2,STK33 inh,molecule
-15,23,-0.7,O=C(NCc1ccncc1)C(=O)Nc1ccc2c(c1)OCO2
-6,3,0.4,Cc1c(Cl)cccc1NC(=O)NCc1ccccn1
-4,16,0.0,OCCC1CN(Cc2nc3ccccc3s2)CCN1C1CCCC1 (stereo not given)
-30,45,-1.0,COc1cccc(CN(C)CC(=O)Nc2ccccc2C(=O)Nc2ccccc2)c1OC
-14,15,-0.9,Cc1cc(-n2c(C)cc(C(=O)COc3ccc(Cl)cc3C(N)=O)c2C)no1
5,5,-0.6,COc1ccc(C(=O)N2CCN(c3ncccn3)CC2)cc1
-9,0,-2.2,O=C(COC(=O)C1=COCCO1)Nc1ccc2c(c1)OCO2
-34,1,-0.3,Cc1ccsc1CCNC(=O)C1CCC(=O)N(CCc2cccc(F)c2)C1 (stereo not given)
-9,10,-1.4,CCN(CC)S(=O)(=O)c1ccc2c(c1)[nH]c(=S)n2CC
2,7,-0.2,Cc1nnc(NC(=O)CC(NC(=O)C(F)(F)F)c2ccccc2)s1 (stereo not given)
-33,10,2.5,CC(C)C[C@H](NC(=O)[C@@H]1Cc2c([nH]c3ccccc23)C2c3ccccc3C(=O)N21)C(=O)N1CCC[C@@H]1C(=O)O (stereo not given in full)
-12,12,-1.1,O=c1nc(SCc2ccc(Cl)cc2)nc(-c2ccccc2)[nH]1
-13,2,-1.2,CCCCOC(=O)Nc1sc2c(c1C(=O)OC)CCC2
-25,6,0.4,COCCN(C(=O)CCC(=O)Nc1ccccn1)C(C(=O)NCCC(C)C)c1ccc(F)cc1 (stereo not given)
-16,22,-1.9,CCCCS(=O)(=O)N1CCCC(C(=O)Nc2ccc3c(c2)CCC3)C1 (stereo not given)
-15,6,0.2,Cc1ccc(C(=O)CSc2nnc(C3CC3)n2C2CC2)s1
-6,21,-0.8,CC(=O)Nc1ccccc1-c1nc2cc(C#N)c(C#N)cc2[nH]c1=O
-11,-4,-0.4,Cc1nn(C)c(N)c1-c1ccccc1

Retrieved by compound from the list above (2):
OX1R antag-1,OX1R antag-2,STK33 inh,molecule
-12,12,-1.1,O=c1nc(SCc2ccc(Cl)cc2)nc(-c2ccccc2)[nH]1
-11,-4,-0.4,Cc1nn(C)c(N)c1-c1ccccc1

Ordered by number of heavy atoms (rising): some entries from above
OX1R antag-1,OX1R antag-2,STK33 inh,molecule
5,5,-0.6,COc1ccc(C(=O)N2CCN(c3ncccn3)CC2)cc1
2,7,-0.2,Cc1nnc(NC(=O)CC(NC(=O)C(F)(F)F)c2ccccc2)s1 (stereo not given)
-16,22,-1.9,CCCCS(=O)(=O)N1CCCC(C(=O)Nc2ccc3c(c2)CCC3)C1 (stereo not given)
-14,15,-0.9,Cc1cc(-n2c(C)cc(C(=O)COc3ccc(Cl)cc3C(N)=O)c2C)no1

Rewritten field by field: entries from further up
smiles: COCCN(C(=O)CCC(=O)Nc1ccccn1)C(C(=O)NCCC(C)C)c1ccc(F)cc1 (stereo not given)
  OX1R antag-1: -25
  OX1R antag-2: 6
  STK33 inh: 0.4
smiles: CCCCS(=O)(=O)N1CCCC(C(=O)Nc2ccc3c(c2)CCC3)C1 (stereo not given)
  OX1R antag-1: -16
  OX1R antag-2: 22
  STK33 inh: -1.9

Assay outcomes: PubChem BioAssay, several laboratories

This is a random part of the collection; any-hit rate near 2.2%.
